Source: PubChem BioAssay (Sanford-Burnham Center for Chemical Genomics)
GPR55 beta-arrestin = GPR55 agonists via beta-arrestin recruitment, primary screen, imaging, U2OS cells, beta-arrestin-GFP redistribution (AID 1961); U2OS GPR55 beta-arrestin-GFP redistribution imaging; higher % means a stronger effect; activation, % at 10 µM; hits with a dose series show EC50 in µM; 290,000 tested, 0.048% active;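 active = activation above 40% with more than 50 cells counted in the well; inconclusive = wells holding fewer than 50 cells, flagged as toxic or sparse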;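 also: U2OS osteosarcoma cells stably expressing GPR55 and beta-arrestin-GFP; plate controls were DMSO negative control for no effect and LPI positive control for full effect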
AID2073 = inhibitors of Mint1-CaV2.2 protein interaction, biochemical, HTRF (AID 2073) | HTRF protein-protein interaction, Mint1-CaV2.2; higher % means a stronger effect | inhibition, % at 20 µM, or IC50 in µM where a hit was titrated | 290,000 tested, 0.19% active; in the data active = inhibition mostly above about 51%, no sharp cut-off; inconclusive = no clear call, values can overlap the other calls; inactive = mostly below about 53%; also: some results filed as inactive read as strong as hits
HIV fusion peptide = cell-free HIV fusion peptide-binding blockers – biochemical, uHTS, fluorescence dequenching, primary screen (AID 1986); cell-free peptide binding, fluorescence dequenching, 30 min; higher % means a stronger effect; inhibition, % at 20 µM; hits with a dose series show IC50 in µM; 290,000 tested, 0.3% active; in the data active = inhibition mostly above about 52%, no sharp cut-off; inactive = mostly below about 76%; also: some results filed as inactive read as strong as hits
SIAH1 antagonists = blockers of Siah-1 interaction with plectin peptide – biochemical, fluorescence polarization, rhodamine-plectin, uHTS, primary screen (AID 1817). 290,000 tested, 0.02% active. Siah-1 / rhodamine-plectin peptide fluorescence polarization; higher % means a stronger effect. displacement, % at 20 µM, or IC50 in µM where a hit was titrated;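 active = displacement of at least 50% at 20 µM, with a fluorescence ratio check between 0.3 and a set limit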;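 also: plate controls were Siah plus tracer with DMSO for no effect and tracer alone without Siah for full effect; strong numbers were not always called active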
GPR55 antagonists = inhibition of LPI-stimulated GPR55 beta-arrestin translocation – imaging, U2OS, beta-arrestin-GFP, LPI agonist, primary screen (AID 2013); U2OS GPR55 beta-arrestin-GFP translocation imaging, LPI antagonism; higher % means a stronger effect; inhibition, % at 10 µM; hits with a dose series show IC50 in µM; 290,000 tested, 0.13% active;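 active = spots per cell inhibited over 60%, with over 100 cells counted and total cytoplasm intensity under 500,000; inconclusive = wells with under 100 cells, flagged as likely toxic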;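 also: U2OS cells stably carrying GPR55 and arrestin-GFP stimulated by 5 µM LPI near EC80; imaged beta-arrestin-GFP aggregate spots per cell after agonist stimulation; plate controls were LPI-stimulated DMSO wells for no effect and DMSO wells without LPI for full effect; some results filed as inactive read as strong as hits; confirmed hits need IC50 under 10 µM and bright autofluorescent wells are also inconclusive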
KOR beta-arrestin-1 = KOR agonists, beta-arrestin recruitment, primary screen, cell-based, luminescence, uHTS (AID 1777); KOR beta-arrestin recruitment, luminescence; higher % means a stronger effect; one-dose activation, % at 10 µM; EC50 in µM for titrated hits; 280,000 tested, 0.02% active; in the data active = activation above about 50%, passing the limit was not always enough; also: a part of the inactive calls stands beside numbers as strong as those of hits
KOR beta-arrestin-2 = kappa opioid receptor blockers – cell-based, luminescence, uHTS (AID 1778) | 290,000 tested, 0.091% active | KOR beta-arrestin recruitment, luminescence, antagonist mode; higher % means a stronger effect | inhibition, % at 10 µM; hits with a dose series show IC50 in µM; in the data active = inhibition above about 50%; also: strong numbers were not always called active
GPR35 arrestin U2OS = inhibition of zaprinast-stimulated GPR35 beta-arrestin translocation – imaging, U2OS, beta-arrestin-GFP, zaprinast agonist, primary screen (AID 2058); 290,000 tested, 0.052% active; U2OS GPR35 beta-arrestin-GFP translocation imaging, zaprinast antagonism; higher % means a stronger effect; inhibition, % at 10 µM, or IC50 in µM where a hit was titrated;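 active = inhibition of at least 50% with at least 30 cells and total cytoplasm GFP at most 10,000,000; inconclusive = under 30 cells or total GFP of 10,000,000 plus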
NOD1 NF-kB reporter = NOD1 signaling inhibitors, primary screen, cell-based, luminescence, uHTS (AID 1578); NOD1-driven NF-kB luciferase reporter cells, luminescence; higher % means a stronger effect; inhibition, % at 4 µM; hits with a dose series show EC50 in µM; 290,000 tested, 1% active; in the data active = inhibition mostly above about 36%, no sharp cut-off; inactive = mostly below about 34%;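 also: HEK-293T reporter cells stimulated with the NOD1 agonist gamma-tri-DAP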
Active calls of the source: *; ? = inconclusive; . = not tested or not shown; [ ] = dose if it differs, or a comment.

SMILES	GPR55 beta-arrestin	AID2073	HIV fusion peptide	SIAH1 antagonists	GPR55 antagonists	KOR beta-arrestin-1	KOR beta-arrestin-2	GPR35 arrestin U2OS	NOD1 NF-kB reporter
Cc1ccc(S(=O)(=O)/N=C2/NC(=O)/C(=C\c3cc(Br)cc(Br)c3O)S2)cc1	-0.1%	?	95%*	-12%	8%	-4.1%	-25%	9%	8%
CCOC(=O)c1oc2ccccc2c1NC(=O)c1ccccc1OC	-0.1%	-8%	1.3%	4%	37%	0.6%	13%	-1%	5%
O=C(Nc1ccc2c(c1)OCCO2)c1cc2ccccc2o1	0.2%	-2%	1.4%	-5%	18%	-2.0%	-5%	11%	-41%
CCc1nc2ccccc2c(C(=O)OCC(=O)Nc2ccc(S(=O)(=O)N3CCOCC3)cc2)c1C	0.2%	2%	4.0%	-4%	-10%	1.9%	-25%	4%	-22%
Cc1ccc2nc3c(cc2c1)c(C)nn3-c1ccccc1	-0.1%	19%	-1.3%	0%	8%	-1.3%	-2%	1%	-4%
CCSc1nnc(NC(=O)C(C)Sc2nc3ccccc3[nH]2)s1 (configuration not stated)	0.0%	6%	1.2%	4%	9%	-4.8%	-10%	7%	-24%
COC(=O)C1=C(C)N(C)C(C)=C(C(=O)OC)C1c1ccc(Cl)cc1	-0.1%	2%	-0.2%	-2%	8%	0.4%	-14%	-9%	-14%
O=c1ccc2ccc(Oc3ccc([N+](=O)[O-])cc3[N+](=O)[O-])cc2o1	0.1%	10%	-0.3%	2%	3%	3.7%	16%	-9%	6%
Cc1occc1-c1nnc(SCCCC(=O)c2ccc(F)cc2)n1C	-0.3%	5%	3.9%	0%	-2%	-0.6%	-23%	-11%	-27%
Cc1ccc(C)c(N2CCN(C(=O)c3ccc(NC4=NC5CS(=O)(=O)CC5S4)cc3)CC2)c1 (configuration not stated)	-0.1%	0%	0.5%	17%	0%	-4.3%	5%[20 µM]	-7%	10%
O=C(O)c1cc(-c2cc(C(=O)O)c3ccccc3n2)nc2ccccc12	0.0%	9%	4.9%	5%	2%	-0.2%	-31%	11%	-11%
N#Cc1cc(C(=O)c2cc(Cl)ccc2O)cn(-c2ccccc2)c1=O	-0.1%	2%	5.0%	2%	2%	4.4%	19%	0%	-17%
CN(C)C(=O)COC(=O)c1ccc(S(=O)(=O)NCc2ccco2)cc1	-0.2%	?	-0.2%	8%	7%	-4.5%	0%	5%	-6%
COc1ccc(N2C3=C(C(=O)CC(C)(C)C3)C(c3cnn(C)c3)C3=C2CC(C)(C)CC3=O)cc1	-0.1%	36%	-1.2%	12%	4%	4.6%	14%	-5%	-14%
NC(=O)CSc1nnc(Cn2c(=O)sc3ccccc32)n1CCc1ccccc1	-0.1%	3%	-0.5%	12%	6%	1.9%	16%	-12%	-9%
CC(C)c1ccc(NC2CCCN(C(=O)c3cc(C(C)C)nc(N)n3)C2)cc1 (configuration not stated)	-0.2%	-2%	0.8%	5%	10%	0.1%	-26%	-6%	3%
COc1cccc(C(c2sc3ncnn3c2O)N2CC(C)OC(C)C2)c1 (configuration not stated)	-0.2%	20%	-0.5%	2%	11%	-2.8%	-22%	18%	31%
Cc1ccccc1OCCC(=O)OCC(=O)NC(C)c1ccccc1 (configuration not stated)	-0.3%	-2%	-1.0%	2%	0%	1.0%	-8%	6%	-41%
Cc1ccc(S(=O)(=O)Nc2cc(C)nn2-c2ccccc2)cc1	0.4%	0%	-2.8%	-5%	7%	-0.9%	-21%	28%	8%
CS(=O)(=O)c1ccc(Cl)c(NC(=O)CCc2ccccc2)c1	-0.5%	17%	-1.6%	0%	-15%	-0.9%	-6%	0%	-35%
COC(=O)c1c(NC(=O)CN2CCN(Cc3ccc4c(c3)OCO4)CC2)sc(C)c1C	-0.3%	0%	-2.2%	-1%	2%	5.7%	9%	-20%	2%
COC(=O)c1ccccc1NC(=O)C(CCS(C)(=O)=O)NC(C)=O (configuration not stated)	0.0%	2%	-0.7%	-1%	-1%	2.3%	-30%	-6%	22%
CCc1cccc(C)c1NC(=O)CSc1nnc(-c2ccco2)n1N	-0.1%	3%	0.8%	-5%	16%	6.0%	24%	5%	16%
Cc1cc(C#N)c(C)n1-c1cc(C(F)(F)F)ccc1N1CCOCC1	-0.1%	-5%	-1.6%	10%	-3%	0.8%	9%	3%	1%
COc1ccc(CC(=O)Nc2ccccc2N2CCCC2)cc1	-0.1%	-5%	1.4%	0%	6%	3.7%	1%	-8%	-25%
Remaining list, next part
SMILES	GPR55 beta-arrestin	AID2073	HIV fusion peptide	SIAH1 antagonists	GPR55 antagonists	KOR beta-arrestin-1	KOR beta-arrestin-2	GPR35 arrestin U2OS	NOD1 NF-kB reporter
CC(C)c1ccccc1NC(=S)NN(Cc1ccccc1)c1ccccc1	0.0%	4%	-1.2%	-1%	.	-1.0%	32%	-10%	-24%
Cc1cccc(N2CCN(C(=O)C3CCC(=O)N(C4CC4)C3)CC2)c1C (configuration not stated)	-0.2%	7%	1.8%	13%	9%	-0.7%	21%	3%	-23%
O=C(Cn1cnc2ccccc21)N1CCN(S(=O)(=O)c2ccccc2)CC1	0.0%	2%	-0.9%	-6%	14%	.	.	10%	-35%
Cc1cccc(NC(c2ccc(C)s2)c2ccc3ccc(C)nc3c2O)n1 (configuration not stated)	0.2%	5%	2.2%	5%	12%	-1.8%	17%	8%	55%
COc1ccccc1OCCSc1nnc(C)n1-c1ccccc1	-0.2%	2%	-1.8%	3%	11%	-2.9%	-18%	9%	-18%
Cc1ccc(-n2nc(C)c3c(C)c(CCC(=O)O)c(C)nc32)cc1	0.0%	13%	3.0%	3%	-8%	2.5%	-13%	10%	-9%
CCOC(=O)Nc1nn(-c2ccc(C)cc2)c(=O)c(C#N)c1C	-0.2%	11%	-1.7%	3%	-5%	-5.1%	-1%	12%	4%
O=C(O)CCCCCN=Cc1c(O)c2ccccc2oc1=O	-0.6%	-1%	-0.9%	0%	10%	-5.8%	-11%	-6%	-15%
COc1cc(COCC(O)CN2CCN(CCN3C(=O)c4cccc5cccc(c45)C3=O)CC2)cc(OC)c1OC (configuration not stated)	0.3%	-5%	0.1%	-4%	3%	0.6%	30%	-6%	-20%
CCCCCc1nc2c(=O)[nH]c3ccccc3c2o1	-0.1%	4%	0.1%	7%	7%	2.1%	6%	-7%	.
COc1ccc(NC(=O)c2ccc(N3C(=O)C4CC=C(Cl)CC4C3=O)cc2)cc1 (configuration not stated)	-0.3%	43%	0.8%	-2%	-1%	-3.3%	-18%[20 µM]	6%	18%
C=CCSc1nc(N)c(C(=O)Nc2ccccc2OC)cc1C(=O)Nc1ccccc1	-0.1%	?	0.9%	2%	8%	-1.9%	-9%	-6%	-18%
COc1ccc(-c2cc(C(F)(F)F)nc(-n3cc(Cl)cn3)n2)cc1	-0.1%	-9%	-1.8%	-3%	7%	-0.7%	.	6%	3%
Cn1sc(NC(=O)c2ccccc2)nc1=O	0.0%	3%	-1.1%	8%	7%	1.4%	0%	10%	-56%
CCOc1ccc(S(=O)(=O)Nc2ccc(F)cc2)c(C)c1C	0.3%	-3%	-0.6%	-5%	2%	6.2%	-24%	-4%	18%
Cc1occc1C(=O)NNC(=O)c1ccccc1C(=O)O	-0.1%	-1%	0.9%	1%	-4%	0.4%	-29%	-8%	-29%
COc1ccc(/C=N/NC(=O)Cc2cc(OC)c(OC)cc2[N+](=O)[O-])cc1	0.1%	6%	-0.3%	0%	4%	13%	5%	-12%	-15%
Cc1ccc(S(=O)(=O)C2(C(=O)NCc3ccccc3Cl)CC2)cc1	-0.2%	27%	-1.5%	-7%	-8%	-2.8%	49%	3%	-5%
COc1cccc(N(CC(=O)NC2CCCCC2)C(=O)c2snc(C(N)=O)c2N)c1	0.1%	14%	0.4%	2%	-5%	-5.6%	-4%	3%	2%
O=C(COc1ccc(Cl)cc1)NCc1nnc(SCC(=O)NCCc2ccccc2)o1	-0.1%	-2%	5.1%	4%	-2%	-3.8%	-6%	10%	-21%
COCCNC(=O)CN(c1cc(Cl)ccc1OC)S(=O)(=O)c1ccc(C)c([N+](=O)[O-])c1	0.2%	-4%	-0.3%	2%	7%	.	-22%[20 µM]	18%	-32%
CCc1cc2c(=O)c(-c3ccc4c(c3)OCCO4)c(C)oc2cc1OS(C)(=O)=O	-0.3%	27%	1.5%	25%	0%	-3.8%	0%	9%	-7%
CS(=O)(=O)N(CC(=O)NCc1ccncc1)c1ccc(F)c(Cl)c1	-0.2%	7%	1.9%	1%	1%	0.9%	-2%	1%	-17%
CCOC(=O)CSc1nnc(NC(=O)c2cc([N+](=O)[O-])cc([N+](=O)[O-])c2)s1	0.5%	2%	11%	-3%	-2%	12%	-10%	-3%	0%
CNS(=O)(=O)c1ccc(NC(=O)c2ccoc2C)cc1	-0.1%	3%	-1.4%	0%	7%	-6.5%	-42%[20 µM]	10%	-22%
(continued)
SMILES	GPR55 beta-arrestin	AID2073	HIV fusion peptide	SIAH1 antagonists	GPR55 antagonists	KOR beta-arrestin-1	KOR beta-arrestin-2	GPR35 arrestin U2OS	NOD1 NF-kB reporter
O=C(NC(c1ccccc1)c1ccccc1)C1CCCN(S(=O)(=O)c2cnc[nH]2)C1 (configuration not stated)	-0.1%	-5%	-1.2%	1%	-16%	-3.2%	-18%	19%	-17%
CC1=CCC(C(=O)O)C(C(=O)NC2CCCCC2)C1 (configuration not stated)	-0.1%	8%	1.1%	35%	4%	-2.5%	-29%	-4%	-8%
CCCN1C(=O)CC(C(=O)OC)=C1C	0.0%	-5%	2.0%	-1%	4%	3.1%	11%	-1%	-23%
Cc1ccc(/C=N\NC(=O)Cn2c(C)nc3ccccc32)o1	0.0%	-16%	1.5%	0%	17%	.	.	0%	-10%
CCN(CC)C(=O)CSc1nc2ccccc2c(=O)n1CC1CCCCC1	-0.2%	-2%	-0.4%	-1%	6%	-7.5%	-20%	-1%	8%
O=C(NCc1ccccc1Cl)C(=O)c1c[nH]c2ccccc12	-0.1%	-6%	1.7%	6%	-1%	-3.2%	0%[20 µM]	-14%	-9%
O=C(CCCNS(=O)(=O)c1cccc2nsnc12)NCc1ccccc1	-0.1%	8%	0.9%	-2%	-2%	-3.4%	29%	18%	-12%
COc1cc2c(cc1OC)CN(C(=O)CSc1nc(C)cc(C)c1C#N)CC2	-0.4%	4%	2.4%	-3%	-9%	17%	-16%	3%	54%*
CN(C(=O)CCn1c(=S)oc2ccccc21)c1ccc(F)cc1	1.4%	5%	0.0%	6%	17%	-3.5%	-26%	-7%	-20%

Not all compounds are listed. The share of hits here may be higher or lower than overall.
